KAT2A inh: GCN5L2 (KAT2A) acetyltransferase inhibition; AID 504327; Q92830; Potency, µM (top dose mostly 58.9 µM), inactives show top-dose activity change, negative = inhibition, hits mostly inhibitors; GCN5L2 HAT assay, ThioGlo1 CoA-SH fluorescence; actives 0.21% (n = 390,000)
Target sequence (Q92830 whole entry, looked up): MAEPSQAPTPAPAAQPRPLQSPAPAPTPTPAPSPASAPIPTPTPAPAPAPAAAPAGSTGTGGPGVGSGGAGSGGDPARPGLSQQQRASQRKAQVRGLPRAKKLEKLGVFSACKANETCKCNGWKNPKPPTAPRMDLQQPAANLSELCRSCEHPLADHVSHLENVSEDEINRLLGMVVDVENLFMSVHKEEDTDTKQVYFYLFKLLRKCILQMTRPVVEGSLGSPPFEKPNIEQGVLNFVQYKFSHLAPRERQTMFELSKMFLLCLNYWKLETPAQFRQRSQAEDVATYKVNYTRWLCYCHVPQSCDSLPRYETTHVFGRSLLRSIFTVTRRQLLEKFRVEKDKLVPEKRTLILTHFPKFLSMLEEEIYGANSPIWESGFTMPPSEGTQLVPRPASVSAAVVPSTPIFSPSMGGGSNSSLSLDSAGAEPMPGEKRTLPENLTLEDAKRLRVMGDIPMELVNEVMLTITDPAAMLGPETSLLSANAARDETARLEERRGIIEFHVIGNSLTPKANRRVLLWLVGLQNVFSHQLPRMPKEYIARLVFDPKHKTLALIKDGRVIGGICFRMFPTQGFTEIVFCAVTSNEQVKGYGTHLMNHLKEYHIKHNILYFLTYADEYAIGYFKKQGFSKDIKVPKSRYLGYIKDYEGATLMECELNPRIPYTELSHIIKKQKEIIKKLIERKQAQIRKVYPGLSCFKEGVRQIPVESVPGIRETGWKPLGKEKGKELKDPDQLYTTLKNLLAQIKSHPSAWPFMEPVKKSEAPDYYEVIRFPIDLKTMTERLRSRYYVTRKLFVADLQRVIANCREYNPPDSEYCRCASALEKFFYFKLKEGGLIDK
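Fluorescence readout, Ex340nm/Em540nm: ThioGlo1 (50uM final) reacts with free CoA thiol released as 20nM GCN5L2 acetylates H3(1-25) peptide (75uM) using acetyl-CoA (70uM). Compound and enzyme sat 15 min beforehand; 20 min room-temperature reaction.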
DT40 TDP1 CPT: DT40-hTDP1 cell growth loss with CPT; Potency, µM (titrated, usually from 46.2 µM), without a hit: top-dose activity change, negative = growth inhibition, hits mostly inhibitors; chicken DT40 Tdp1-/-;hTDP1 cells + 20 nM CPT, ATP luminescence, 48 h; actives 12% (n = 420,000); further: nearly all actives have a fitted effect of over 55% in size
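Chicken DT40 Tdp1-/- cells stably complemented with human TDP1 were seeded at 400 cells/well in medium containing 20 nM camptothecin, exposed to pin-transferred compounds, and grown at 37 °C for at least 48 hr. Viability was read as ATP luminescence.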
TDP1 cell noCPT: qHTS for Inhibitors of human tyrosyl-DNA phosphodiesterase 1 (TDP1): qHTS in cells in absence of CPT. actives 15% (n = 420,000). DT40 Tdp1-/- hTDP1 cells, no CPT, ATP luminescence, 48 h. Potency, µM (series often up to 46.2 µM), inactives show top-dose activity change, negative = growth inhibition, most hits filed as inhibitors; further: nearly all actives have a fitted effect of over 55% in size
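Chicken DT40 Tdp1-/- cells stably complemented with human TDP1 were seeded at 400 cells/well with DMSO in place of 20 nM camptothecin. After compound pinning, cells grew at least 48 hr at 37 °C; viability read by CellTiter-Glo luminescence.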
* hit, by the source's call; & = joins results of further samples; [ ] = dose if it differs, or a comment. The call rests on the fitted dose curve; in most records, active means well fitted curve in the direction sought with a large enough effect; inconclusive means small, poorly fitted or top-dose-only effect, or another doubt; inactive means no such curve, though single readings can be large; an effect the other way counts as inactive or inconclusive. On the % scale 0 is the no-effect control and ±100 the full control effect; potency means the concentration at half of the fitted maximal effect. These rows are one share of the data; the hit share may differ from the screen's.

`Cc1ccc(Cn2nnc3c(=O)n(CC(=O)NCC4CCCO4)cnc32)cc1` (centres undefined) gave KAT2A inh -8%, DT40 TDP1 CPT -22% and TDP1 cell noCPT -8%.
CCN(CC)CCNC(=O)c1cn(-c2ccccc2)nc1-c1cccs1 was read as KAT2A inh -9%, DT40 TDP1 CPT -15% and TDP1 cell noCPT -18%.
For CCCN(C(=O)COC(=O)CNS(=O)(=O)c1ccc(NC(C)=O)cc1)C1CCS(=O)(=O)C1 (centres undefined) the results were DT40 TDP1 CPT 2% and TDP1 cell noCPT 24%.
CCOC(=O)C1(Cc2ccc(OC)cc2)CCN(C(=O)c2cncs2)CC1 was read as KAT2A inh -9%, DT40 TDP1 CPT -13% and TDP1 cell noCPT inconclusive.
For CCCCCCCCCCOc1cc2c(=O)c(C(=O)OCC)c[nH]c2cc1OCC the results were KAT2A inh -2%, DT40 TDP1 CPT 2% and TDP1 cell noCPT -19%.
For CSc1nc(N)c2c3c(sc2n1)COC(C(C)C)C3 (centres undefined) the results were KAT2A inh -1%, DT40 TDP1 CPT -4% and TDP1 cell noCPT 0%.
For CCOC(=O)c1ccc2ncc(C(=O)OCC)c(NCCCN3CCOCC3)c2c1 the results were KAT2A inh -4%, DT40 TDP1 CPT -17% and TDP1 cell noCPT inconclusive.
For COc1ccc(Cl)cc1S(=O)(=O)N1CCN(CC(=O)C(C)(C)C)CC1 the results were KAT2A inh -27%, DT40 TDP1 CPT -24% and TDP1 cell noCPT inconclusive.
For COCCCNC(=O)C(CC(N)=O)NC(=O)OCc1ccccc1 (centres undefined) the results were KAT2A inh 0%, DT40 TDP1 CPT 8% and TDP1 cell noCPT 2%.
For CCOC(=O)C1=C(C)NC(C)=C(C(=O)OCC)C1C(=O)OCC(=O)NCc1ccco1 the results were KAT2A inh -4%, DT40 TDP1 CPT -55% and TDP1 cell noCPT 21µM*.
`COc1ccc(C(=O)NCC(=O)NC2=NCCS2)cc1` gave KAT2A inh -1%, DT40 TDP1 CPT -1% and TDP1 cell noCPT -9%.
COc1cccc(-c2nnc3n2N=C(c2cccc(Br)c2)CS3)c1 was read as KAT2A inh -3%, DT40 TDP1 CPT -9% and TDP1 cell noCPT -22%.
`COc1cc(NC(=O)COC(C)=O)c(C)cc1[N+](=O)[O-]` gave KAT2A inh -2%, DT40 TDP1 CPT -7% and TDP1 cell noCPT 1%.
CCC(=O)Nc1ccc(NC(=O)CSc2nnnn2Cc2ccccc2)cc1C was read as KAT2A inh -6%, DT40 TDP1 CPT 13% and TDP1 cell noCPT 5%.
`CCC1Sc2ccc(S(=O)(=O)Nc3cc(OC)cc(OC)c3)cc2NC1=O` (centres undefined) gave KAT2A inh -17%, DT40 TDP1 CPT 16µM* and TDP1 cell noCPT inconclusive.

Reprinted from the part before: 5 compounds, followed by the next part.
`COc1ccc(C(=O)NCC(=O)NC2=NCCS2)cc1` gave KAT2A inh -1%, DT40 TDP1 CPT -1% and TDP1 cell noCPT -9%.
COc1cccc(-c2nnc3n2N=C(c2cccc(Br)c2)CS3)c1 was read as KAT2A inh -3%, DT40 TDP1 CPT -9% and TDP1 cell noCPT -22%.
`COc1cc(NC(=O)COC(C)=O)c(C)cc1[N+](=O)[O-]` gave KAT2A inh -2%, DT40 TDP1 CPT -7% and TDP1 cell noCPT 1%.
CCC(=O)Nc1ccc(NC(=O)CSc2nnnn2Cc2ccccc2)cc1C was read as KAT2A inh -6%, DT40 TDP1 CPT 13% and TDP1 cell noCPT 5%.
`CCC1Sc2ccc(S(=O)(=O)Nc3cc(OC)cc(OC)c3)cc2NC1=O` (centres undefined) gave KAT2A inh -17%, DT40 TDP1 CPT 16µM* and TDP1 cell noCPT inconclusive.
N=c1c(S(=O)(=O)c2ccc(Cl)cc2)cc2c(=O)n3ccccc3nc2n1CCN1CCOCC1 was read as KAT2A inh -5%, DT40 TDP1 CPT 2% and TDP1 cell noCPT -10%.
CC(CNS(=O)(=O)c1ccc2c(c1)CC(=O)N2C)c1ccccc1 (centres undefined) was read as KAT2A inh 4%&-4%, DT40 TDP1 CPT inconclusive and TDP1 cell noCPT inconclusive.
For Cc1ccc(C(=O)NC2CCN(S(=O)(=O)c3ccccc3F)CC2)cc1 the results were KAT2A inh -1%, DT40 TDP1 CPT -31% and TDP1 cell noCPT -20%.
Screening O=c1cc2[nH]c3ccccc3c(=O)n2nc1-c1ccccc1 returned KAT2A inh -16%, DT40 TDP1 CPT -23% and TDP1 cell noCPT inconclusive.
For COc1ccccc1OCCn1cc(/C=N/NC(N)=S)c2ccccc21 the results were KAT2A inh -6%, DT40 TDP1 CPT inconclusive and TDP1 cell noCPT 29µM*.
Screening Cc1ccc(NC(=O)C2CCCN(c3ncnc4onc(C)c34)C2)cc1Cl (centres undefined) returned KAT2A inh 3%, DT40 TDP1 CPT 10µM* and TDP1 cell noCPT 16µM*.
Screening O=C(NCCCN1CCOCC1)c1cc(Cl)ccc1[N+](=O)[O-] returned KAT2A inh -4%, DT40 TDP1 CPT -14% and TDP1 cell noCPT -16%.
Screening CCC(C)NC(=O)Nc1ccccc1C (centres undefined) returned KAT2A inh 0%, DT40 TDP1 CPT 3% and TDP1 cell noCPT -8%.
`CCCc1cc(C(=O)N/N=C/c2ccc(C)o2)c2ccccc2n1` gave KAT2A inh -5%, DT40 TDP1 CPT inconclusive and TDP1 cell noCPT inconclusive.
For CC(c1ccccc1)n1cnc2ccccc2c1=O (centres undefined) the results were KAT2A inh -2%, DT40 TDP1 CPT -16% and TDP1 cell noCPT -18%.
Screening COc1ccc(C(C)(C)C)cc1NC(=O)CCCN1C(=O)CN(C)C1=O returned KAT2A inh -4%, DT40 TDP1 CPT -10% and TDP1 cell noCPT -15%.
For COc1ccc(C(=O)Nc2ccc(S(=O)(=O)Nc3cc(C)nc(C)n3)cc2)cc1 the results were KAT2A inh 5%&-5%, DT40 TDP1 CPT 2% and TDP1 cell noCPT 32%[activator].
Screening CCS(=O)(=O)NCCc1csc(C)n1 returned KAT2A inh -4%, DT40 TDP1 CPT -10% and TDP1 cell noCPT -7%.
Screening COC(=O)c1ccc(C(=O)OC)c(NC(=O)C2CC2)c1 returned KAT2A inh 0%, DT40 TDP1 CPT 0% and TDP1 cell noCPT 12%.
Cc1cc(NC(=O)COC(=O)c2c(C)nn(-c3ccccc3)c2C)no1 was read as KAT2A inh 2%, DT40 TDP1 CPT -25% and TDP1 cell noCPT -22%.
Screening CC(C)Cn1c(N)c(C(=O)CSc2nnc(-c3ccco3)n2C)c(=O)n(C)c1=O returned KAT2A inh -4%, DT40 TDP1 CPT inconclusive and TDP1 cell noCPT inconclusive.
COc1ccc(Cn2ccc3nc(C)c(C(=O)N4CCN(c5ccccc5F)CC4)cc3c2=O)cc1 was read as KAT2A inh -5%, DT40 TDP1 CPT 23µM* and TDP1 cell noCPT 18µM*.
CC(C)(C)NC(=O)C(c1ccncc1)n1c(=O)c(-c2cc3ccccc3[nH]2)nc2ccccc21 (centres undefined) was read as DT40 TDP1 CPT 23µM* and TDP1 cell noCPT 16µM*.
`Cc1ccc(C(C)NC(=O)C2CCCO2)cc1C` (centres undefined) gave KAT2A inh -4%, DT40 TDP1 CPT -19% and TDP1 cell noCPT -3%.
For CCCOc1ccc(/C=N/NC(=O)C(=O)Nc2ccccn2)cc1 the results were KAT2A inh 3%, DT40 TDP1 CPT -2% and TDP1 cell noCPT 3%.
Screening COc1ccccc1CCNS(=O)(=O)c1ccc(N2CCCCS2(=O)=O)cc1 returned KAT2A inh -8%, DT40 TDP1 CPT 23µM* and TDP1 cell noCPT 21µM*.
`Cc1ccc(NS(=O)(=O)c2ccc(NC(=O)c3ccccc3C(=O)O)cc2)cc1C` gave DT40 TDP1 CPT -1% and TDP1 cell noCPT -1%.
`CN(C)CCNc1oc(-c2ccc(COc3ccc(Cl)cc3)o2)nc1C#N` gave KAT2A inh -3%, DT40 TDP1 CPT 16µM* and TDP1 cell noCPT 8.2µM*.
`CCOC(=O)/C(=N\Nc1ccc(Cl)cc1)Sc1nnc(-c2ccc(OC)cc2)n1C` gave KAT2A inh 22%, DT40 TDP1 CPT -17% and TDP1 cell noCPT -12%.
Clc1ccccc1OCCCCN1CCCCC1 was read as KAT2A inh -5%, DT40 TDP1 CPT 0% and TDP1 cell noCPT 3%.
For CC(=C1C(=O)c2ccccc2C1=O)N1CCN(Cc2ccccc2)CC1 the results were KAT2A inh -2%, DT40 TDP1 CPT -14% and TDP1 cell noCPT -10%.
For Cc1nc(NNC(=O)c2ccc(Cl)cc2Cl)cc(-c2ccccc2)n1 the results were KAT2A inh -1%, DT40 TDP1 CPT -15% and TDP1 cell noCPT -24%.
`COc1ccc(N2CCN(C(=O)C3CCN(C(=O)c4cccc(Cl)c4)CC3)CC2)cc1` gave KAT2A inh 0%, DT40 TDP1 CPT inconclusive and TDP1 cell noCPT inconclusive.
For CCn1c(=O)c2cc(C(=O)N(CCCOC(C)C)Cc3ccco3)sc2c2ccccc21 the results were KAT2A inh -7%, DT40 TDP1 CPT inconclusive and TDP1 cell noCPT 21µM*.
CCc1ccccc1NC(=O)c1ccc2c(O)c(S(=O)(=O)c3ccccc3)c(=O)[nH]c2c1 was read as KAT2A inh -12%, DT40 TDP1 CPT -19% and TDP1 cell noCPT -2%.

The closing 2 compounds of the section above are carried over, then new ones follow.
For CCn1c(=O)c2cc(C(=O)N(CCCOC(C)C)Cc3ccco3)sc2c2ccccc21 the results were KAT2A inh -7%, DT40 TDP1 CPT inconclusive and TDP1 cell noCPT 21µM*.
CCc1ccccc1NC(=O)c1ccc2c(O)c(S(=O)(=O)c3ccccc3)c(=O)[nH]c2c1 was read as KAT2A inh -12%, DT40 TDP1 CPT -19% and TDP1 cell noCPT -2%.
`Cc1ccc([C@H]2C[C@@H](O)[C@H](n3cc(C4CC4)nn3)CN2C(=O)c2cccs2)cc1` gave DT40 TDP1 CPT inconclusive and TDP1 cell noCPT 21µM*.
Screening O=C(O)c1cccc(NS(=O)(=O)c2ccc(Cl)c(C(=O)Nc3cccc([N+](=O)[O-])c3)c2)c1 returned DT40 TDP1 CPT 4% and TDP1 cell noCPT 3%.
O=C(Nc1nc(-c2cccs2)cs1)c1ccc([N+](=O)[O-])o1 was read as KAT2A inh -7%, DT40 TDP1 CPT inconclusive and TDP1 cell noCPT 21µM*.
For CCSC1=N/C(=C\C=C2/Oc3ccccc3N2CC)C(=O)S1 the results were KAT2A inh 0%, DT40 TDP1 CPT -26% and TDP1 cell noCPT inconclusive.
Screening CCN(CC)c1cc2nonc2c2nonc12 returned KAT2A inh -3%, DT40 TDP1 CPT -3% and TDP1 cell noCPT -13%.
CC(OC(=O)Cc1ccccc1[N+](=O)[O-])C(=O)Nc1ccc(Cl)cn1 (centres undefined) was read as KAT2A inh 1%, DT40 TDP1 CPT -14% and TDP1 cell noCPT -16%.
`O=C(O)C1Nc2c(Cl)cc(Cl)c(Cl)c2C2C=CCC12` (centres undefined) gave DT40 TDP1 CPT 8% and TDP1 cell noCPT -26%.
Screening COc1ccccc1N1CCN(CC(=O)Nc2nccs2)CC1 returned KAT2A inh 2%, DT40 TDP1 CPT 7% and TDP1 cell noCPT -15%.
Screening O=C(O)c1ccc2c(c1)C(=O)N(c1ccc(C(=O)OCC(=O)c3ccccc3)cc1)C2=O returned DT40 TDP1 CPT 14% and TDP1 cell noCPT -14%.
COc1ccc(S(=O)(=O)Nc2c(O)c3ccccc3oc2=O)cc1 was read as KAT2A inh 0%, DT40 TDP1 CPT -6% and TDP1 cell noCPT -2%.
For COc1ccc(N2CCN(C(=O)c3c(C)oc4nc(C)nc(N5CCCC5)c34)CC2)cc1 the results were KAT2A inh 6%, DT40 TDP1 CPT -8% and TDP1 cell noCPT -23%.
For O=C(c1cccc([N+](=O)[O-])c1)N1CCCN(C(=O)c2cccc([N+](=O)[O-])c2)CC1 the results were KAT2A inh 3%, DT40 TDP1 CPT 26% and TDP1 cell noCPT -12%.
For CC(CN1C(C)CCCC1C)OC(=O)c1ccc(Cl)cc1 (centres undefined) the results were KAT2A inh -4%, DT40 TDP1 CPT -2% and TDP1 cell noCPT 1%.
Cc1ccc(S(=O)(=O)NN2C(=O)/C(=C/c3ccc(F)cc3)SC2=S)cc1 was read as KAT2A inh -22%, DT40 TDP1 CPT 1% and TDP1 cell noCPT -22%.
Screening NC(=O)C1CCN(CC(=O)N2N=CCC2c2ccccc2)CC1 (centres undefined) returned KAT2A inh -24%, DT40 TDP1 CPT 15% and TDP1 cell noCPT -15%.
For CC(=O)c1cccc(Nc2nc(-c3ccccc3Cl)nc3ccccc23)c1 the results were KAT2A inh -7%, DT40 TDP1 CPT 15µM* and TDP1 cell noCPT 10µM*.
Screening CNC(=O)c1[nH]cnc1C(=O)N[C@@H](CCCCNC(=O)OC(C)(C)C)C(=O)OC(C)(C)C returned KAT2A inh -3%, DT40 TDP1 CPT inconclusive and TDP1 cell noCPT -12%.

Screening data (PubChem)
